Screens (PubChem)
BLM inh – qHTS Assay for Inhibitors of Bloom's syndrome helicase (BLM); 0.2% of 350,000 active; RecQ-like DNA helicase BLM (Homo sapiens), P54132; Potency, µM (top dose mostly 56.1 µM), for inactives: at the highest dose activity change, negative = inhibition, actives largely listed as inhibitors; recombinant BLM DNA unwinding, fluorescence dequenching;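 further: plate controls were vehicle for no effect and no enzyme for full effect; nearly all actives have a fitted effect of over 35% in size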
POLK inh – qHTS for Inhibitors of Polymerase Kappa. AID 588579, 2011. DNA polymerase kappa (Homo sapiens), Q9UBT6. Potency, µM (top dose mostly 107 µM), inactives show at the top dose activity, negative = inhibition, usual class: inhibitors. 0.53% of 400,000 active. purified Pol kappa, fluorescent DNA synthesis assay, 10 min; further: on the % scale 0 is the no-effect control and ±100 the full control effect
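Kinetic fluorescence readout at 0 and 10 min followed reaction start with substrate at 50 nM final. Beforehand, enzyme (10 nM Pol kappa) stood 15 min with compound at room temperature; buffer-only wells were negative controls.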
Pol beta inh – qHTS Assay for Inhibitors of DNA Polymerase Beta; P06746; AID 485314, 2010; Potency, µM (series often up to 114 µM), for the others: at the top dose activity change, negative = inhibition, most hits filed as inhibitors; 1.3% of 340,000 active; Pol beta primer extension/strand displacement, fluorescence kinetic; further: on the % scale 0 is the no-effect control and ±100 the full control effect
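Pol beta (10 nM) and compounds were preincubated 15 min at room temperature, then 50 nM substrate (final) started primer extension/strand displacement. Reads were taken at 0 and 10 min; concentration-response data were fitted to a four-parameter Hill equation.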
Pol eta inh – qHTS for Inhibitors of Polymerase Eta. DNA polymerase eta (Homo sapiens), Q9Y253. recombinant Pol eta, fluorescent DNA replication assay. Potency, µM (doses to about 114 µM), for inactives: at the highest dose activity change, negative = inhibition, hits mostly inhibitors. 1.2% of 390,000 active. AID 588591, 2011; further: on the % scale 0 is the no-effect control and ±100 the full control effect
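Pol eta (10 nM) was preincubated with compounds for 15 min at room temperature, after which fluorescent replication substrate (50 nM final) was added to start the reaction. Fluorescence was read kinetically at 0 and 10 min.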
Apoferritin bind – qHTS Assay for Identification of Novel General Anesthetics | apoferritin/1-aminoanthracene competitive binding, fluorescence | 0.074% of 350,000 active | Potency, µM (top dose mostly 77.5 µM), inactives show at the top dose activity change, negative = displacement, actives largely listed as inhibitors | AID 485281, 2010; further: on the % scale 0 is the no-effect control and ±100 the full control effect; nearly all actives have a fitted effect of over 20% in size
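Horse-spleen apoferritin (10 uM) in 50% saturated 1-aminoanthracene in PBS was incubated 10 min at room temperature with compound. Fluorescence (ex 380, em 535 nm) was normalized to free and bound 1-AMA, with concentration-response fitted by a four-parameter Hill equation.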
POLI inh – qHTS for Inhibitors of Polymerase Iota. DNA polymerase iota (Homo sapiens), Q9UNA4. 1% of 390,000 active. Pol iota fluorescent replication assay, 10 min. Potency, µM (highest dose often 115 µM), for inactives: at the highest dose activity, negative = inhibition, usual class: inhibitors
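Pol iota at 10 nM preincubated 15 min with compounds at room temperature; reaction started with fluorescent substrate, 50 nM final. Fluorescence read kinetically at 0 and 10 min; buffer-only wells as negative control.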
BAZ2B block – qHTS Assay for Inhibitors of BAZ2B. Bromodomain adjacent to zinc finger domain protein 2B (Homo sapiens), Q9UIF8. AlphaScreen BAZ2B-H3K14Ac peptide displacement. Potency, µM (highest dose often 114 µM), inactives show top-dose activity change, negative = inhibition, actives largely listed as inhibitors. 4.4% of 360,000 active. AID 504333, 2011; further: on the % scale 0 is the no-effect control and ±100 the full control effect; nearly all actives have a fitted effect of over 60% in size
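Inhibition is scored as reduced AlphaScreen emission. The BAZ2B/b-H3(5-23)K14Ac complex (50 nM each) in PBS pH 7.4, 0.01% Tween-20 meets compound (up to 110 uM) for 30 min at RT before bead addition.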
APE1 inh – qHTS Assay for Inhibitors of the Human Apurinic/apyrimidinic Endonuclease 1 (APE1); DNA repair nuclease/redox regulator APEX1 (Homo sapiens), P27695; recombinant APE1, TAMRA/BHQ-2 abasic DNA cleavage fluorescence; Potency, µM (titrated, usually from 65.8 µM), for the others: at the top dose activity change, negative = inhibition, actives largely listed as inhibitors; 0.35% of 350,000 active; AID 2517, 2012;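 further: plate controls were vehicle for no effect and reference inhibitor for full effect; nearly all actives have a fitted effect of over 55% in size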
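Measures dequenching upon AP-site incision of a 5'-TAMRA/3'-BHQ-2 THF-containing duplex, 50 nM; human APE1 0.75 nM after 15 min room-temperature exposure to compound; kinetic three-point read at one-minute spacing.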
G9a inh – qHTS Assay for Inhibitors of Histone Lysine Methyltransferase G9a; G9a H3K9 monomethylation, AlphaScreen, 2 h; Potency, µM (top dose mostly 102 µM), inactives show top-dose activity, negative = inhibition, hits mostly inhibitors; 8.8% of 350,000 active; AID 504332, 2011; further: on the % scale 0 is the no-effect control and ±100 the full control effect; nearly all actives have a fitted effect of over 75% in size
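AlphaScreen detection with an anti-monomethyl H3K9 antibody quantified product after a 2 h room-temperature reaction containing 500 nM biotinylated H3K9 peptide, 20 µM SAM and 20 nM enzyme, which had been preincubated 15 min with compound.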
* = called active by the depositor; ? = inconclusive; . = not tested or not shown; & = joins results of further samples; [ ] = remark or other dose. The call rests on the fitted dose curve; in most records, active means well fitted curve in the direction sought with a large enough effect; inconclusive means small, poorly fitted or top-dose-only effect, or another doubt; inactive means no such curve, though single readings can be large; an effect the other way counts as inactive or inconclusive. Potency means the concentration at half of the fitted maximal effect.

SMILES	BLM inh	POLK inh	Pol beta inh	Pol eta inh	Apoferritin bind	POLI inh	BAZ2B block	APE1 inh	G9a inh
COC(=O)c1cccc(NC(=O)c2ccc3c(c2)C(=O)N(Cc2cccnc2)C3=O)c1	-4%	-3%	11%	0%	-19%	25%	-27%	11%	14%
COc1ccc(C2(c3ccc(OC)cc3)NC(=O)N(CC(=O)N(C)C3CCC(C)CC3)C2=O)cc1 (centres undefined)	.	-26%	.	-21%	.	10%	-2%	17%	12%[2.33 µM]
CCCc1cc(=O)[nH]c(/N=C(\N)Nc2ccccc2)n1	0%	1%	-1%	-5%	-3%	-3%	-24%	1%	?
Cc1ccc(CN2CCSc3ccc(C(=O)N4CCOCC4)cc32)cc1	-2%	?	0%	-15%	-6%	22%	?	49%[activator]	?
Cc1ccc(SCC(=O)NCc2ccccc2C)cc1	-2%	-12%	4%	-21%	-15%	34%[activator]	54%[activator]	-2%	.
Cc1cccc(C)c1NC(=S)NNc1ncc(C(F)(F)F)cc1Cl	-1%	-25%	-2%	-3%	-11%	1%	0%	-3%	?
Cc1cc(C)c(S(=O)(=O)N2CCCCCC2)cc1Br	-8%	5%	?	-23%	-21%	38%[activator]	100%[activator]	-1%	447%[activator]
O=C(CSc1nnc(CNC(=O)c2ccco2)o1)c1ccc(Cl)cc1	-3%	-1%	1%	1%	-14%	?	-9%	11%	-15%[0.501 µM]
COc1ccccc1CNS(=O)(=O)c1cc(C(=O)NCc2ccccn2)c(Cl)cc1Cl	.	-7%	.	6%	.	25%	18%	2%	-13%
Cc1nc2ccccc2c(=O)n1NC(=O)c1cc(Br)ccc1Cl	1%	-7%	17%	36%[activator]	7%	29%	-24%	5%	24%
COCCNC(=O)CC(=O)N/N=C/c1cccc(C(=O)OC)c1	-9%	2%	-1%	-13%	-1%	71%[activator]	-32%	3%	2%
CC(=O)c1ccc(NC(=O)Oc2ccccc2)cc1	1%	1%	31%	-18%	-13%	-15%	-4%	1%	9%
CN1C(=O)C2(c3ccccc31)N(c1cccc(C(F)(F)F)c1)C(=O)CS2(=O)=O (centres undefined)	-1%	-1%	-4%	-12%	-8%	25%	0%[57.1 µM]	.	-6%[59 µM]
CCc1ccccc1NC(=O)CCc1c(C)nc(SC)nc1C	1%	-4%	20%	2%	-9%	-1%	-16%	23%	-1%
c1ccc(Cn2cc(-c3ccccc3)cn2)cc1	.	17%	.	-10%	.	9%	50%[activator]	28%	4%[0.501 µM]
CN(CCc1ccccn1)C(=O)CCC1CCCN(C(=O)c2cscn2)C1 (centres undefined)	-2%	13%	21%	-6%	-6%	31%	2%	-2%	6%
COc1ccc(C(CNC(=O)c2ccc(OCC3CCCO3)cc2)N2CCOCC2)cc1 (centres undefined)	0%	-14%	-17%	8%	8%	-3%	4%	-4%	-20%[12.7 µM]
CCOc1ccccc1NC(=O)N1CCC(C(=O)c2ccc(F)cc2)CC1	?	6%	-20%	-14%	-24%	-10%	9%	-5%	-4%[59 µM]
O=C(/C=C/c1ccccc1)Nc1cccnc1Cl	-3%	1%	13%	-8%	-10%	31%[activator]	11%	30%	21%
COc1cc(NC(=O)CCc2c(C)nc3nc(-c4cc(OC)cc(OC)c4)nn3c2C)cc(OC)c1	-3%	-6%	18%	-16%	-13%	-2%	-9%	.	8%[59 µM]

Grouped by structure, the compounds so far with fluorine (three)
SMILES	BLM inh	POLK inh	Pol beta inh	Pol eta inh	Apoferritin bind	POLI inh	BAZ2B block	APE1 inh	G9a inh
Cc1cccc(C)c1NC(=S)NNc1ncc(C(F)(F)F)cc1Cl	-1%	-25%	-2%	-3%	-11%	1%	0%	-3%	?
CN1C(=O)C2(c3ccccc31)N(c1cccc(C(F)(F)F)c1)C(=O)CS2(=O)=O (centres undefined)	-1%	-1%	-4%	-12%	-8%	25%	0%[57.1 µM]	.	-6%[59 µM]
CCOc1ccccc1NC(=O)N1CCC(C(=O)c2ccc(F)cc2)CC1	?	6%	-20%	-14%	-24%	-10%	9%	-5%	-4%[59 µM]

The list continues.
SMILES	BLM inh	POLK inh	Pol beta inh	Pol eta inh	Apoferritin bind	POLI inh	BAZ2B block	APE1 inh	G9a inh
O=C(O)c1cccc(-n2cccc2C=C2C(=O)c3ccccc3C2=O)c1	-5%	-43%	?	16µM*	-7%	?	?	?	50µM*
c1ccc([C@H]2CN3CCSC3=N2)cc1	.	-9%[60.1 µM]	12%[57.1 µM]	-18%	.	?	-4%	-9%&-2%	?
O=C(NCc1ccc2c(c1)OCO2)c1ccc(-n2cnnn2)cc1	1%	-18%	1%	-10%	5%	-10%	15%	0%	7%[59 µM]
Cc1ccc(-c2cc(C(=O)N3CCN(c4ccccc4)CC3)c3ccccc3n2)cc1C	-4%	-6%[60.1 µM]	2%	-9%	-7%	19%	-5%	.	?
CC1(C)CC(=O)C=C(c2cccc3c2sc2ccccc23)C1	.	-9%	.	-7%	.	13%	-3%	-1%	4%[0.501 µM]
O=C(Nc1cccc2cccnc12)c1ccc(Cl)cc1Cl	-3%	11%	28%	-11%	-2%	42%[activator]	6%	2%	37%[activator]
Cc1ccc(-n2c(C)cc(C(=O)CN3C(=O)C(=O)N(C4CCCC4)C3=O)c2C)cc1	-10%	-2%	0%	-26%	?	38%[activator]	-32%	-8%	-35%
COc1ccc(OC)c(S(=O)(=O)NCc2nc3nc(C)cc(C)n3n2)c1	1%	-4%	44%	-22%	-4%	48%[activator]	2%	8%	15%
Cc1ccc(Cl)cc1NS(=O)(=O)c1ccc(-n2cccn2)cc1	-6%	14%	-22%	-12%	-9%	-19%	-14%[57.1 µM]	47%[activator]	3%
Cc1ccc(NS(=O)(=O)c2cc(Br)cnc2N)cc1C	-4%	3%	-14%	-11%	-43%	-5%	-22%	35%	8%
Cc1ccc(C)c(Cn2c(=O)n(CCCC(=O)NCc3ccco3)c(=O)c3sccc32)c1	-2%	-3%	?	-7%	-8%	2%	9%	2%	-6%
CC1(C)Cc2ccccc2-c2nc(NCCO)n(-c3ccccc3)c(=O)c21	-1%	-6%	-1%	-19%	4%	10%	-38%	14%	18%[59 µM]
CCC(C)n1c(SCc2ccccc2)nc2ccsc2c1=O (centres undefined)	-7%	-10%	-1%	-9%	-5%	-1%	61%[activator]	-1%	96%[activator][59 µM]
COC(=O)[C@@H](NC(=O)NC1CCCCC1C)C(C)C (some centres undefined)	0%	0%	3%	-10%	6%	-12%	0%	-2%	-5%
O=C(CCS(=O)(=O)Cc1ccccc1)Nc1ncc([N+](=O)[O-])s1	-1%	0%	-19%	-25%	-4%	21%	0%	31%	25%
CCCCn1c(Cc2ccccc2)n[nH]c1=S	-1%	0%	-14%	-8%	-3%	33%[activator]	-3%	-2%	13µM*
Cc1cc(C)cc(CC2CC(=O)N(c3cc(C)on3)C2=O)c1 (centres undefined)	0%	-4%	11%	-12%	-3%	37%[activator]	-2%	10%	9%[59 µM]
CC(C)Oc1ccc(C(=O)OCC(=O)NC(=O)NC2CCCC2)cc1	.	-11%	.	-9%	.	4%	11%	-10%	-17%[59 µM]
O=C(CNC(=O)C1CCCCC1)OCC(=O)c1cccc(Cl)c1	.	-2%&-18%	.	2%	.	3%&-13%	.	27%	.
CCC1CCCCN1Cc1nc2c(c(=O)n(C)c(=O)n2C)n1CC(C)C (centres undefined)	-1%	9%	1%	-15%	-4%	-1%	0%	-1%	?
N=c1c(C(=O)NCC2CCCO2)cc2c(=O)n3ccccc3nc2n1C1CCCC1 (centres undefined)	-3%	-20%	5%	?	184%[activator]	125%[activator]	8%	-5%	16%
CCOc1ccc(C(=O)OCC(=O)Nc2nc(OC)cc(OC)n2)cc1OCC	2%	-2%	1%	-7%	-6%	26%	-3%	1%	7%[59 µM]
O=C(Nc1ccc2[nH]c(=O)[nH]c2c1)Nc1ccc(F)cc1F	-8%	-10%	12%	-9%	2%	81%[activator]	-12%	-6%	-21%
Cc1ccc(NC(=O)c2ccc(=O)[nH]c2)cc1S(=O)(=O)N1CCCCCC1	.	-12%	.	-11%	.	112%[activator]	.	-3%	.
COc1cc(OC)c(OC)cc1CN1CCN(S(=O)(=O)c2ccc(NC(C)=O)cc2)CC1	-1%	5%	43%	-14%	-4%	52%[activator]	50µM*	22%	.
CCOC(=O)C1CCN(C(=O)CN(c2ccc3c(c2)OCO3)S(C)(=O)=O)CC1	0%	0%	37%[activator]	-9%	-8%	12%	7%	4%	11%[59 µM]
COc1ccc(C(=O)NNC(=O)c2ccc(C(C)(C)C)cc2)cc1	-3%	-6%	25%	-26%	-8%	81%[activator]	-12%	3%	15%[59 µM]
COc1ccc(C(=O)CSc2cc(C)[nH]c(=O)n2)cc1	-23%	79µM*	5.6µM*	20µM*	-21%	?	50µM*	42%	?
CCC(=O)OCC(=O)[C@@]1(OC(=O)CC)[C@@H](C)C[C@@H]2[C@H]3CCC4=CC(=O)C=C[C@]4(C)[C@@]3(F)[C@@H](O)C[C@@]21C	-6%	-12%[60.1 µM]	.	.	?	.	.	.	2%[59 µM]
O=C(CCCn1c(=O)c2ccccc2n(CC(=O)Nc2ccc(F)cc2F)c1=O)NCc1ccccc1Cl	3%	-1%	-3%	-9%	-9%	-27%	-10%	.	5%[59 µM]
CCN(CC)S(=O)(=O)c1ccc2oc(C(=O)O)c(C)c2c1	-3%	-9%	3%	0%	-5%	1%	2%	3%	11%[59 µM]
CCOC(=O)CSc1nc2ccc(N)cc2s1	-1%	-2%	1%	-15%	?	?	-6%	4%	32µM*
O=C(CCn1c(SCC(=O)c2ccccc2)nc2ccccc2c1=O)NCc1ccc(F)cc1	0%	-7%	0%	5%	-11%	-3%	-26%	-5%	-6%[59 µM]

An excerpt (hit frequency here may not be typical).
